High-throughput results deposited in PubChem by several laboratories.
HePTP inh: inhibitors of human HePTP phosphatase, primary screen, biochemical, absorbance, leukemia target. recombinant HePTP phosphatase activity, OD absorbance. inhibition, % at 20 µM. hit rate 0.64% among 110,000. AID 521, 2006; in the data active means inhibition above about 50%;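 further: plate controls were vehicle for no effect and reference inhibitor for full effect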
Target sequence (P35236 whole entry, looked up): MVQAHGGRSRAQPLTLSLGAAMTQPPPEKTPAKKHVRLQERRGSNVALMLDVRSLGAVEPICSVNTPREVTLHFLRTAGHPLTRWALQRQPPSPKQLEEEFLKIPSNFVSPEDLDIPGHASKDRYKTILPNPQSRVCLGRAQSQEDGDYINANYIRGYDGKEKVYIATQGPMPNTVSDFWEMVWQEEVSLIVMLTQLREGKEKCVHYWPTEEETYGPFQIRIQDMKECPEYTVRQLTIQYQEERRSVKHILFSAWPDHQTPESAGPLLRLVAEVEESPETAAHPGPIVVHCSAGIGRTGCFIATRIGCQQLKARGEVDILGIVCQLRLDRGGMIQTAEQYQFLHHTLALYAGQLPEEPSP
BAP1 inh: inhibitors of BAP1 deubiquitinase, primary screen, biochemical, Ub-AMC fluorescence, kinetic; recombinant BAP1, Ub-AMC hydrolysis fluorescence kinetic; active compounds read low; activity remaining (% of control), % at 20 µM; AID 436, 2006; hit rate 0.48% among 72,000;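 active means activity remaining at or below 50% of control, provided the compound also passes the data quality filters; inactive means the rest, including low values that fail the filters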;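 further: 100% = DMSO wells rate and 0% = substrate alone blank rate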
Target sequence (Q92560 whole entry, looked up): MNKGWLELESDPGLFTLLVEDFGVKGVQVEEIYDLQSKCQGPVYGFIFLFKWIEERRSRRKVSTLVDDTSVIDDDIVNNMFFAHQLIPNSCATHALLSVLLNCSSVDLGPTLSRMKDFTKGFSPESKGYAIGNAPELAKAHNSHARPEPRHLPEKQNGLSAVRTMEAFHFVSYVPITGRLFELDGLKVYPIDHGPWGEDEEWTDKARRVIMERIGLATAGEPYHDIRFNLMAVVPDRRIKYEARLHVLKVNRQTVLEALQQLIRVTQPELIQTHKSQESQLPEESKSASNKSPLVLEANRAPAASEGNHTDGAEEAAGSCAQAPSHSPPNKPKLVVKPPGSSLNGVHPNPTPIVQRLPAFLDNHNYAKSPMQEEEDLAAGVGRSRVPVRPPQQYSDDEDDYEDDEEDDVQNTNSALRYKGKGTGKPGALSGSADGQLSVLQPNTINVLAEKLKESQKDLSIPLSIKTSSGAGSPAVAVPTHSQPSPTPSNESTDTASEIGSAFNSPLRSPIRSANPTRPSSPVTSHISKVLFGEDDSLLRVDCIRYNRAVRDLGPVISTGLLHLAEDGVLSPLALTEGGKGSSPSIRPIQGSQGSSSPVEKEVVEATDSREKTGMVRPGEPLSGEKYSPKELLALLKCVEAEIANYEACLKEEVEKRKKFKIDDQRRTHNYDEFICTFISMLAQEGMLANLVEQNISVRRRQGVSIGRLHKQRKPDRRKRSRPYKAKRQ
Active calls of the source: *; nt = not tested or not shown; & = joins results of further samples.

BAP1 inh,HePTP inh,SMILES
nt,-12,COC(=O)c1c(-c2ccccc2)csc1NC(=O)C1CC=CCC1C(=O)O (stereo not drawn)
nt,-6,O=C(NC(=S)Nc1ccc(SC(F)F)cc1)c1cccs1
119,-2,CCS(=O)(=O)N1CCC(C(=O)NCCc2ccc(C)cc2)CC1
96,-1,Cc1cccc(OCCCC(=O)O)c1
105,3,CN1CCN(/C(=N\O)c2nonc2N)CC1
nt,3,CCOC(=O)c1sc2nc(CC(=O)OC)nc(NCc3ccco3)c2c1C
nt,5,COc1cc(OC)c([N+](=O)[O-])cc1/C=C1/C(=O)NC(=S)N(c2cccc(Br)c2)C1=O
114,-12,O=C(NCc1ccncc1)c1cccc(Cn2cc(Br)cn2)c1
81,12&-1,COC(=O)C1=C(C)NC2=C(C(=O)c3ccccc32)C1c1ccc(-c2ccc(C(=O)O)cc2)o1 (stereo not drawn)
95,6,CCn1cc(S(=O)(=O)CC(=O)Nc2ccc3c(c2)OCO3)c2ccccc21
95,-6,CCCN(CCC)CCNC(=O)C1CCCN(S(=O)(=O)c2ccc3c(c2)oc(=O)n3C)C1 (stereo not drawn)
nt,3,O=C(C(c1ccccc1)c1ccccc1)N1CCN(c2ccc([N+](=O)[O-])cc2)CC1
nt,2,COc1cc2c(cc1NC(=O)COc1ccc(Cl)cc1C)oc1ccccc12
nt,-11,O=C(Nc1nnc(COc2ccc(Br)cc2)s1)C1CCCCC1
93,-7,Cc1cccc(OCc2n[nH]c(=S)o2)c1
94,1,Fc1ccc(CSc2nnc(-c3cccs3)o2)cc1

Already shown: an excerpt of the list.
BAP1 inh,HePTP inh,SMILES
nt,-12,COC(=O)c1c(-c2ccccc2)csc1NC(=O)C1CC=CCC1C(=O)O (stereo not drawn)
nt,-6,O=C(NC(=S)Nc1ccc(SC(F)F)cc1)c1cccs1
119,-2,CCS(=O)(=O)N1CCC(C(=O)NCCc2ccc(C)cc2)CC1
96,-1,Cc1cccc(OCCCC(=O)O)c1
105,3,CN1CCN(/C(=N\O)c2nonc2N)CC1
nt,3,CCOC(=O)c1sc2nc(CC(=O)OC)nc(NCc3ccco3)c2c1C
nt,5,COc1cc(OC)c([N+](=O)[O-])cc1/C=C1/C(=O)NC(=S)N(c2cccc(Br)c2)C1=O

In the list so far, two have an aryl thioether with sulfur outside any ring:
BAP1 inh,HePTP inh,SMILES
nt,-6,O=C(NC(=S)Nc1ccc(SC(F)F)cc1)c1cccs1
94,1,Fc1ccc(CSc2nnc(-c3cccs3)o2)cc1

Next part
BAP1 inh,HePTP inh,SMILES
nt,6,CCc1cc2c(C)cc(=O)oc2cc1OC(C)=O
103,6,COc1ccc(C(=O)COC(=O)CSCc2c(C)noc2C)cc1OC
122,4,C=CCN(CC=C)c1nc2ccccc2nc1C(C#N)C(=O)OC(C)C (stereo not drawn)
108,7,O=C(c1ccc(N2CCCC2=O)cc1)N1CCN(c2ccccc2)CC1
96,12,CCCCn1c(=O)[nH]c(=O)c2c1nc(COC(=O)c1c(C)noc1C)n2CCC
nt,-3,O=C(NCC1CCCO1)c1ccc(S(=O)(=O)N2CCOCC2)cc1 (stereo not drawn)
nt,-4,Oc1cccc(/C=N/Nc2cc(N3CCCCC3)nc(N3CCCCC3)n2)c1
nt,8,O=C(CC1S\C(=N/N=C/C=C/c2ccccc2)NC1=O)Nc1ccc(Cl)cc1 (stereo not drawn)
100,4,COC(=O)c1ccc2c(c1)NC(=O)C(N1CCCC1)S2 (stereo not drawn)
96,1,CCC(=O)Nc1nonc1-c1nc2ccccc2n1N(C(=O)CC)C(=O)CC
72,9,O=C(c1ccc(F)cc1)N1CCN(Cc2ccccc2Br)CC1
106,9,O=C(NCCN1CCCC1)C1(S(=O)(=O)c2ccc(Cl)cc2)CC1
95,-7,O=C(Oc1ccnc2cc(Cl)ccc12)N1CCOCC1
nt,2,Cc1ccc2c(COn3nnc4ccc(S(=O)(=O)N(C)C)cc43)cc(=O)oc2c1C
nt,8,O=C(Nc1ccc(-c2nnc(-c3ccccc3)o2)cc1)c1ccc(Cl)cc1
117,9,CCn1c(NCc2ccc(N(C)C)cc2)nc2ccccc21
nt,11,CN1CCN(C(=O)CN2C(=O)/C(=C/c3ccccc3)SC2=S)CC1
144,nt,Cc1ccc(NC(=O)CSc2nc3c(cc2C#N)CCCCC3)cc1
138,-2,CCOc1c(Cl)cc(C(=O)NCCN2CCCCC2)cc1Cl
61,6&-10,COc1ccc2c(C)cc(=O)oc2c1C
nt,6,Cc1ccc(N(C(=O)COc2ccc(Cl)cc2Cl)C2C=CS(=O)(=O)C2)cc1 (stereo not drawn)
nt,2,COC(=O)C1=C(C)N=c2s/c(=C/c3ccccc3OC(C)=O)c(=O)n2C1c1ccc(OC(C)=O)cc1 (stereo not drawn)
55,1,CCCCNC(=O)CC(NS(=O)(=O)c1ccc(C)cc1)c1ccco1 (stereo not drawn)
102,4,COc1ccc(CC(=O)NC2CCN(CC(=O)N3CCCc4ccccc43)CC2)cc1OC
100,-1,Cc1ccc(-c2noc(C3CCCN(C(=O)c4ccc(F)cc4F)C3)n2)cc1 (stereo not drawn)
nt,8,CC(/C=N/Nc1nnc2c(n1)[nH]c1ccccc12)=C\c1ccco1
nt,1,Cc1ccc(Nc2cc(C)c(O)c(C)c2)cc1
93,-5,Cc1c(S(=O)(=O)Nc2cc(Cl)ccc2Cl)c(=O)n(C)c(=O)n1C
nt,5,OCCNCCCCOc1cccc(Cl)c1
99,6,Cc1cccc(-n2ncc3c(N4CCC5(CC4)OCCO5)ncnc32)c1
112,5,COC(=O)c1ccc(-c2ccc(C(=O)N3CCCN(C)CC3)cc2)cc1
nt,4,CN1C2=C(C(=O)CC(C)(C)C2)C(c2cccs2)C2=C1CC(C)(C)CC2=O
117,6,CC(=O)NCC(=O)N(C)C(C(=O)Nc1ccc2c(c1)OCCO2)c1ccccc1 (stereo not drawn)
nt,-3,CC1=C(C(=O)OCCC#N)C(c2cccc([N+](=O)[O-])c2)NC(=O)N1 (stereo not drawn)
98,-4,COc1cc(C2Nc3cc(Cl)c(S(N)(=O)=O)cc3S(=O)(=O)N2)cc(OC)c1OC (stereo not drawn)
86,0,O=C(Cn1cccc1C(=O)c1ccccc1)NCc1cccnc1
94,7,Cc1cc(NS(=O)(=O)c2ccc(Cl)cc2)nn1CC(=O)NCc1ccco1
nt,0,COc1cccc(/C=C2\SC(=S)N(NC(=O)c3ccccc3)C2=O)c1
81,5,CCOCCc1nnc(NC(=O)c2cc(OC)c(OC)c(OC)c2)s1
99,-3,CC1CCCC(C)N1C(=O)Cn1c(=O)sc2ccccc21 (stereo not drawn)

3 entries out of the list above, arranged by the number in HePTP inh, highest first:
BAP1 inh,HePTP inh,SMILES
117,6,CC(=O)NCC(=O)N(C)C(C(=O)Nc1ccc2c(c1)OCCO2)c1ccccc1 (stereo not drawn)
86,0,O=C(Cn1cccc1C(=O)c1ccccc1)NCc1cccnc1
98,-4,COc1cc(C2Nc3cc(Cl)c(S(N)(=O)=O)cc3S(=O)(=O)N2)cc(OC)c1OC (stereo not drawn)

Going on with the list.
BAP1 inh,HePTP inh,SMILES
82,8,CCn1c(SC)nnc1-c1sc2cc(Cl)ccc2c1Cl
nt,-3,Cc1nnc(C)n1/N=C/c1ccc(Cl)c([N+](=O)[O-])c1
nt,2,COC(=O)c1ccc(N2C(=O)C3C4C=CC(C5CC45)C3C2=O)cc1 (stereo not drawn)
95,4,C=C(C)CN1C(=O)C(O)(CC(=O)c2ccc3c(c2)OCCO3)c2ccccc21 (stereo not drawn)
106,-12,O=C(CSc1nnc(-c2cccnc2)n1Cc1ccccc1)NCc1ccco1
nt,2,O=Cc1cn(-c2ccccc2)nc1-c1cccc([N+](=O)[O-])c1
147,5,C[N+]12CCC(CC1)C(OC(=O)C(O)(c1ccccc1)c1ccccc1)C2 (stereo not drawn)
85,-4,COc1ccc(C2CC(c3ccc(Cl)cc3)n3nc(N)nc3N2)cc1 (stereo not drawn)
nt,5,Cc1ccc(C(C)C)c(OCC(=O)Nc2cccnc2)c1
99&52&102,3,O=C(O)c1cc2cc(F)ccc2[nH]1
80,3,O=C(CCCOc1ccc(Cl)cc1Cl)N1CCN(c2ccccn2)CC1
107&156,3,Cc1ccc(-n2nc3c(c2NC(=O)C(C)(C)C)CSC3)c(C)c1
nt,-14,Cc1ccc(NC(=O)C(=O)NCCN2CCN(C(=O)c3ccccc3[N+](=O)[O-])CC2)cc1
54,10,COc1ccccc1NS(=O)(=O)c1ccc(O)c(C(N)=O)c1
121,-1,CC1CN(C(=O)CN2C(=O)NC3(CCCCCCC3)C2=O)CC(C)O1 (stereo not drawn)
nt,0,COc1cc(OC)c2c(C)cc(=O)oc2c1
116,nt,Cc1nc2cc([N+](=O)[O-])ccc2n1CCOC(=O)c1ccc([N+](=O)[O-])cc1
62,nt,COc1cccc2sc(NC(=O)c3ccc(S(=O)(=O)N4CC(C)CC(C)C4)cc3)nc12 (stereo not drawn)
nt,4,COc1ccc(/C=C/C(O)=C2/C(=O)N(C)C3(C)CC2c2ccccc2O3)cc1 (stereo not drawn)
nt,3,Cc1cccc(N(CC(O)CN2C(=O)NC(C)(C)C2=O)S(=O)(=O)c2ccccc2)c1 (stereo not drawn)
nt,9,Cc1ccc(C)c(OCC(=O)N/N=C/C=N/NC(=O)COc2cc(C)ccc2C)c1
nt,-1,COc1ccccc1-c1nc(C#N)c(N2CCN(c3cccc(Cl)c3)CC2)o1
nt,-4,CC12CCC(C(=O)N(NC(=O)c3ccc(O)cc3)C1=O)C2(C)C (stereo not drawn)
110,8,COc1cccc(-c2nc(NC(C)C)c3ccccc3n2)c1O
90,2,CC(=NCc1cccnc1)C1=C(O)c2ccccc2C1=O
nt,9,Nc1cccc(C(=O)Nc2ccccc2)c1
64,1,CCCCCC1CC(CC#CCN2CCOCC2)C(=O)O1 (stereo not drawn)
88,-7,O=C(CSc1ncn[nH]1)Nc1nnc(-c2ccccc2)s1
nt,6,O=C1CC(=O)NC(SCC(=O)Nc2nc3ccccc3s2)=N1
84,-11,COC(=O)CC1Oc2ccccc2N(Cc2ccccc2)C1=O (stereo not drawn)
nt,8,CCc1cc(OCCOCCN(C)CCO)ccc1Cl
77,41,O=C(COC(=O)C1CC2C=CC1C2)NCc1ccco1 (stereo not drawn)
128,2,O=C(O)CCC1COc2ccccc2O1 (stereo not drawn)
119,-10,O=S(=O)(c1ccc(OCC(O)CN2CCN(c3ccc(F)cc3)CC2)cc1)N1CCOCC1 (stereo not drawn)
nt,3,COc1ccc(CCNC(=O)c2cc(Cl)ccc2Cl)cc1OC
92,0,Cc1nc2cc(N3CCCCC3)c(NC(=O)c3cccnc3)cc2c(=O)n1Cc1ccccc1
nt,7,Cn1ccnc1SCC(=O)c1cc2ccccc2o1
90,nt,CC1=C(C(=O)OC(C)C)C(c2ccc(O)c([N+](=O)[O-])c2)C2=C(CCCC2=O)N1 (stereo not drawn)
103,8,O=C(CN1CCN(c2ccccn2)CC1)NC1CCCC1
nt,-29,CCOC(=O)c1c(NC(=O)c2ccccc2F)sc2c1CCCCCC2
83,14,O=C(Nc1nsc(-c2ccccc2)n1)c1cccs1
nt,-3,CN(C)c1ccc(/C=C2\C(=O)NC(=S)N(c3ccc(Br)cc3)C2=O)cc1
104,9,COc1ccccc1N1CCN(C(c2ccc(F)cc2)c2nnnn2C(C)C)CC1 (stereo not drawn)
124,15,O=C(CSc1nnc2scc(-c3ccccc3)n12)Nc1nsc(-c2ccccc2)n1
88,5,CCN1C(=O)CC(n2c(C)nc3ccccc32)C1=O (stereo not drawn)
113,10,CC(=O)Oc1ccc(NC(=O)Cc2ccccc2)cc1
93,14,Cc1ccccc1-c1nc(CS(=O)(=O)CC(=O)NCc2ccc3c(c2)OCO3)c(C)o1
nt,-6,COc1ccc(C2C=C(Nc3ccc(C)cc3)C(=O)N2c2ccc(C)cc2)cc1OC (stereo not drawn)
52,nt,Cc1cccc(NC(=O)C(C)(C(F)(F)F)C(F)(F)F)c1
nt,-12,C=CCc1cccc2cc(C(=O)NCCc3ccccc3)c(=O)oc12
nt,5,COc1ccc(NC(=O)c2ccccc2C)cc1OC
159&97,8,COc1ccccc1N1CCN(CC(O)COc2cccc3ccccc23)CC1 (stereo not drawn)
96,-10,CCc1nc(SCC(=O)c2cc(C)ccc2C)n[nH]1
94,1,CN(c1ccc(F)cc1)S(=O)(=O)c1ccc2[nH]cc(C(=O)O)c(=O)c2c1
105,7,Cc1[nH]c(=O)[nH]c(=O)c1CSc1nnc([C@H](CC(C)C)NC(=O)OC(C)(C)C)o1
167,1,N#Cc1nc(COc2ccccc2F)oc1NCCCn1ccnc1

Whole records as entered above:
`N#Cc1nc(COc2ccccc2F)oc1NCCCn1ccnc1` as listed: BAP1 inh = 167; HePTP inh = 1
`Cc1[nH]c(=O)[nH]c(=O)c1CSc1nnc([C@H](CC(C)C)NC(=O)OC(C)(C)C)o1` as listed: BAP1 inh = 105; HePTP inh = 7
`C=CCc1cccc2cc(C(=O)NCCc3ccccc3)c(=O)oc12` as listed: BAP1 inh = nt; HePTP inh = -12

New compounds follow:
BAP1 inh,HePTP inh,SMILES
nt,-8,O=C(Nc1ccccc1)c1cc(S(=O)(=O)NC2CCCCC2)ccc1Br
98,0,CCC(=O)N1CCc2cc(S(=O)(=O)N3CCc4ccccc4C3)ccc21
nt,-3,O=C(NCc1ccco1)C1CC2CCC1C2 (stereo not drawn)
102,8,Nc1c(C2=NCCO2)nnn1Cc1ccccc1
nt,-5,CC1CCCC(N2CCN(Cc3cccnc3)CC2)C1 (stereo not drawn)
133,9,N#Cc1nc(-c2ccco2)oc1N1CCN(Cc2ccccc2)CC1
nt,7,O=C(Nc1ccc(F)c([N+](=O)[O-])c1)c1ccc(-c2ccc(Cl)cc2Cl)o1
102,-1,O=C1CCCCC(=O)N(c2ccccc2)c2ccccc21
